High-throughput results from PubChem BioAssay.
ATXN viability: Viability Counterscreen for Primary qHTS for Inhibitors of ATXN expression. S2 cells (HEK-293 line with an ATXN2-luciferase reporter) viability, CellTiter-Fluor protease fluorescence, 24 h. Potency, µM (series often up to 56.7 µM), actives largely listed as cytotoxic. 0.49% of 400,000 active. AID 651635, 2014; also: potency is read from the fitted curve at half-maximal effect; nearly all actives have a fitted effect of over 40% in size
KB-V1 cytotox: qHTS assay for MDR1-selective chemotherapeutics: Primary screen using the drug-selected MDR subline cells KB-V1; KB-V1 MDR cells viability, CellTiter-Glo, 72 h; Potency, µM (series often up to 46.1 µM), for inactives: at the highest dose activity change, negative = cytotoxicity, usual class: cytotoxic; 3.4% of 400,000 active; AID 1347076, 2019; also: potency is read from the fitted curve at half-maximal effect; % is scaled to controls: 0 for no effect and ±100 for the full control effect; nearly all actives have a fitted effect of over 60% in size
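Readout: CellTiter-Glo luminescence, 10 min after addition. Cells: KB-V1 MDR subline, 72 h at 37 degrees C with compound. Analysis: corrected, normalized data fitted to concentration-effect curves.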
KB-3-1 tox: qHTS assay for MDR1-selective chemotherapeutics: Primary screen using the parental adenocarcinoma cell KB-3-1; KB-3-1 viability, CellTiter-Glo ATP luminescence, 72 h; Potency, µM (titrated, usually from 46.1 µM), for the others: at the highest dose activity change, negative = cytotoxic, actives largely listed as cytotoxic; 1.4% of 400,000 active; also: potency is read from the fitted curve at half-maximal effect; % is scaled to controls: 0 for no effect and ±100 for the full control effect; nearly all actives have a fitted effect of over 60% in size
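Cytotoxicity in the drug-sensitive parental line KB-3-1 was scored as loss of CellTiter-Glo luminescence following 72 h incubation with compound. Values come from curve fitting of normalized concentration-response data.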
IL-1B inflam inh: qHTS for Inhibitors of Inflammasome Signaling: IL-1-beta AlphaLISA Primary Screen; THP-1 LPS/ATP IL-1B secretion, AlphaLISA, 16 h; active compounds read low; activity change, % at 57.5 µM; 4.7% of 360,000 active; AID 743279, 2014; in the data active = activity change below about -50%; inconclusive = mostly about -30% to -49%; also: % is scaled to controls: 0 for no effect and ±100 for the full control effect
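Secreted IL-1B measured by AlphaLISA bead assay after 16 h compound exposure of THP-1 cells; compounds (final up to 57.5 uM) added 1 h before LPS (250 ng/mL) and ATP (1.25 mM) stimulation; lower signal means less secretion.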
SW480 rerep: A quantitative high throughput screen for small molecules that induce DNA re-replication in SW480 colon adenocarcinoma cells. SW480 DNA re-replication, Hoechst DNA content imaging, 48 h. 1.8% of 340,000 active. Potency, µM (top dose mostly 46.1 µM), inactives show at the highest dose re-replication activation, actives largely listed as activators; also: potency is read from the fitted curve at half-maximal effect; % of control where 0% means no effect; nearly all actives have a fitted effect of over 55% in size
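Treated cells incubate 48 hr (37 C, 5% CO2), are stained 40 min with Hoechst, and nuclear fluorescence is enumerated; a rise in nuclei with high DNA signal marks re-replication.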
ATXN2 expr inh: Primary qHTS for Inhibitors of ATXN expression; 0.72% of 360,000 active; HEK-293 ATXN2-luciferase reporter, luminescence, 24 h; Potency, µM (titrated, usually from 57 µM), inactives show at the top dose activity change, negative = inhibition, hits mostly inhibitors; also: potency is read from the fitted curve at half-maximal effect; % is scaled to controls: 0 for no effect and ±100 for the full control effect; nearly all actives have a fitted effect of over 55% in size
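ATXN2-luciferase reporter cells (luciferase flanked by upstream and downstream ATXN2 gene portions) were treated 24 h at 37 °C with compounds at up to 57 uM. SteadyGlo luminescence gave expression; GF-AFC fluorescence gave viability.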
MCF10A rereplic: A quantitative high throughput screen for small molecules that induce DNA re-replication in MCF 10a normal breast cells; MCF 10A DNA re-replication, Hoechst nuclear intensity, 48 h; Potency, µM (highest dose often 46.1 µM), for the others: at the top dose activity, positive = re-replication, usual class: activators; 2.9% of 350,000 active; also: potency is read from the fitted curve at half-maximal effect; % of control where 0% means no effect; nearly all actives have a fitted effect of over 50% in size
HT1080-NT tox: qHTS for induction of synthetic lethality in tumor cells producing 2HG: qHTS for the HT-1080-NT fibrosarcoma cell line; HT-1080-NT fibrosarcoma viability, CellTiter-Glo ATP luminescence, 48 h; Potency, µM (series often up to 46.1 µM), without a hit: top-dose activity, negative = less viability, usual class: cytotoxic; 1.6% of 360,000 active; AID 686970, 2013;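 also: NT is the 2HG producing partner of a matched IDH1 knockdown line; potency is read from the fitted curve at half-maximal effect; 0% = DMSO-treated cells and -100% = media-only wells without cells; nearly all actives have a fitted effect of over 55% in size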
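Viability by CellTiter-Glo luminescence after 48 h compound exposure at 37C of HT-1080-NT cells (750/well, RPMI, 5% FBS). % activity scaled between DMSO wells and medium-only wells, then curve-fitted and categorized by curve class.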
HT1080 IDH1KD tx: qHTS for induction of synthetic lethality in tumor cells producing 2HG: qHTS for the HT-1080-IDH1KD cell line; HT-1080 IDH1 knockdown viability, ATP luminescence, 48 h; Potency, µM (titrated, usually from 46.1 µM), for the others: top-dose activity, negative = toxicity, actives largely listed as cytotoxic; 2% of 360,000 active; AID 686971, 2013;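 also: potency is read from the fitted curve at half-maximal effect; 0% = DMSO wells and -100% = cell-free medium wells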
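IDH1KD HT-1080 cells, 750/well, RPMI + 5% FBS; compound pinned after 2 h settling; 48 h, 37 °C; CellTiter-Glo luminescence; % activity normalised to DMSO and no-cell wells; curves fitted, classed by r2 and efficacy.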
Starred values were filed as active, the others as inactive; i = inactive; ? = inconclusive; / = no result given; & = joins results of further samples; [ ] = another dose, or the depositor's remark. Unless noted, calls follow the shape of the dose curve; as a rule, active = well fitted curve in the direction sought with a large enough effect; inconclusive = small, poorly fitted or top-dose-only effect, or another doubt; inactive = no such curve, though single readings can be large; an effect the other way counts as inactive or inconclusive.

Screens in order – ATXN viability | KB-V1 cytotox | KB-3-1 tox | IL-1B inflam inh | SW480 rerep | ATXN2 expr inh | MCF10A rereplic | HT1080-NT tox | HT1080 IDH1KD tx
- CN(C)c1cc[n+](Cc2ccccc2)cc1
    i | -3% | -2% | 0 | -4% | -13% | 26% | -1% | -12%
- O=C1CC(C(=O)O)c2ccccc2N1 (configuration not stated)
    i | -2% | -8% | 8 | -5% | 0% | 3% | 15% | 0%
- O=C1CCN(S(=O)(=O)c2cccs2)c2ccc(C(F)(F)F)cc2N1
    i | 1% | 16% | ? | -2% | -8% | 3% | 4% | 4%
- [N-]=[N+]=NCCN1CCN(Cc2ccccc2)CCC1=O
    i | ? | 12%&-5% | 14 | -54%[inhibitor][9.22 µM] | -3% | 3% | 4% | 11%
- COc1cc(NC(=O)c2sc3nc(C)nc(N4CCOCC4)c3c2C)cc(OC)c1OC
    i | 23µM* | -26% | ? | 11% | -1% | 2% | -12% | -24%
- Cc1cc(NC(=O)CSc2nc(-c3ccc(Br)cc3)nc3c2c(=O)n(C)c(=O)n3C)no1
    ? | 5% | 8% | 0 | 2% | -3% | -1% | -1% | 12%
- COc1ccc(C(=O)NC2CC2)cc1OC1CCN(Cc2ccccc2O)CC1
    i | -11% | -2% | -18 | -3% | 0% | -11% | -6% | 0%
- COc1ccccc1NC(=O)CN1CCN(CC(=O)Nc2ccc(OC)c(OC)c2)CC1
    i | 2% | 15% | -24 | 6% | -13% | -3% | 8% | -1%
- Cc1cccc(-n2nnc(C(=O)NCc3ccccc3Cl)c2N)c1
    i | ? | 8% | -25 | -4% | -3% | -4% | 20% | 21%
- CC(=O)OCC1OC(OCc2cn(C[C@H]3CC[C@@H]([C@@H]4CC[C@H](Cn5cc(COC6OC(COC(C)=O)C(OC(C)=O)C(OC(C)=O)C6OC(C)=O)nn5)O4)O3)nn2)C(OC(C)=O)C(OC(C)=O)C1OC(C)=O (some centres not stated)
    i | 10% | 10% | 23 | -9% | 8% | ? | 17% | 5%
- Cc1cc(C)n(C(=O)CCCC(=O)n2nc(C)cc2C)n1
    i | 16% | 5% | 2 | -7% | -8% | -3% | 13% | 14%
- COc1ccc(-c2noc(N3CCC(C(=O)NCc4ccccc4Cl)CC3)n2)cc1
    ? | -5% | -3% | -2 | 0% | -31% | ? | -9% | -12%
- CC(=O)Nc1nc2ccccc2n1Cc1ccccc1Cl
    ? | ? | ? | -56* | 4% | -25% | ? | 18µM* | ?
- O=C(COc1ccc(Cl)cc1Cl)NC(=O)NC1CCCC1
    i | -1% | 9% | -4 | -44%[inhibitor] | 36%[activator] | -25% | 1% | -2%
- O=C(CS(=O)(=O)c1ccc(Br)cc1)N1CCOCC1
    i | ? | 21% | ? | 0% | -1% | -2% | 30% | 15%
- CCN(CCC(=O)Nc1cc([N+](=O)[O-])ccc1OC)Cc1ccccc1
    i | -11% | -2% | 7 | -12% | -8% | 0% | 1% | 9%
- COc1ccc(-n2nc3c(c2NC(=O)c2ccc(Br)o2)CS(=O)(=O)C3)cc1
    i | ? | -37% | 10 | 0% | 2% | 7% | -4% | -18%
- O=C1C(Nc2ccccc2)=C/C(=N/S(=O)(=O)c2cccs2)c2ccccc21
    / | ? | ? | -99* | 5.8µM* | 7.9µM* | 3.3µM* | ? | ?
- CC(C)OC(=O)c1nnn(-c2nonc2N)c1CN1CCc2ccccc2C1
    i | 6.5µM* | -19% | 2 | 5% | 18% | 9% | 8% | 14%
- CCOc1ccc(S(=O)(=O)N2CCC(C(=O)NCc3ccccn3)CC2)cc1
    i | -16% | 16% | -10 | -2% | 3% | -1% | 17% | 14%
- O=C(NCc1ccc(-c2csnn2)cc1)c1cccs1
    i | -4% | 18% | 49 | -4% | 26% | 1% | -5% | 4%
- Cc1ccc(S(=O)(=O)N2CCOCC2)cc1C(=O)OCC(=O)NCc1ccc2c(c1)OCO2
    i | 0% | 19% | 14 | -26% | 3% | -4% | 0%[9.24 µM] | 5%
- CC(NC(=O)c1ccc(N(C)C)cc1)C(c1cccs1)N1CCN(C)CC1 (configuration not stated)
    i | -20% | -7% | -11 | -4% | 68%[activator] | -3% | 4% | 9%
- COc1ccc(Cn2c(=O)c3cccnc3n(Cc3cccc(OC)c3)c2=O)cc1
    i | 3% | -3% | / | / | -11% | / | / | /
- O=S(=O)(c1ccccc1Oc1ccc(Cl)cc1Cl)N1CCCCC1
    i | -6% | -1% | 23 | -13% | 7% | 2% | 8% | 0%
- Cc1c(C)n(C)c2ccc(C(=O)NCCCN3CCN(c4ccc(F)cc4)CC3)cc12
    i | -19% | 1% | ? | ? | -17% | 7% | ? | ?
- O=[N+]([O-])c1ccc(-c2cn(-c3ccccc3)c(=S)[nH]2)cc1
    i | 2% | 17% | 3 | -6% | 6% | -4% | -2% | 2%
- COC(=O)c1ccc(NC(=O)c2ccccc2C(=O)Nc2ccc(C(=O)OC)cc2)cc1
    ? | 18% | 11% | -15 | 8% | 3% | 10% | -7% | -14%
- CC1CCN(C(=O)C2CCN(S(=O)(=O)c3cnc[nH]3)CC2)CC1
    ? | 26% | 16% | 8 | 2% | -2% | 3% | 5% | 0%
- CSc1ncccc1C(=O)NCC12CC3CC(CC(C3)C1)C2
    i | -21% | -3% | 10 | -1% | -7% | -17% | -14% | -1%

Arranged by heavy-atom count (falling): some entries from above.
Screens in order – ATXN viability | KB-V1 cytotox | KB-3-1 tox | IL-1B inflam inh | SW480 rerep | ATXN2 expr inh | MCF10A rereplic | HT1080-NT tox | HT1080 IDH1KD tx
- Cc1c(C)n(C)c2ccc(C(=O)NCCCN3CCN(c4ccc(F)cc4)CC3)cc12
    i | -19% | 1% | ? | ? | -17% | 7% | ? | ?
- COc1ccc(Cn2c(=O)c3cccnc3n(Cc3cccc(OC)c3)c2=O)cc1
    i | 3% | -3% | / | / | -11% | / | / | /
- CCOc1ccc(S(=O)(=O)N2CCC(C(=O)NCc3ccccn3)CC2)cc1
    i | -16% | 16% | -10 | -2% | 3% | -1% | 17% | 14%
- COc1ccc(-n2nc3c(c2NC(=O)c2ccc(Br)o2)CS(=O)(=O)C3)cc1
    i | ? | -37% | 10 | 0% | 2% | 7% | -4% | -18%

Whole records, quoted from the list. Values in the order: ATXN viability	KB-V1 cytotox	KB-3-1 tox	IL-1B inflam inh	SW480 rerep	ATXN2 expr inh	MCF10A rereplic	HT1080-NT tox	HT1080 IDH1KD tx
COC(=O)c1ccc(NC(=O)c2ccccc2C(=O)Nc2ccc(C(=O)OC)cc2)cc1 is entered as ?	18%	11%	-15	8%	3%	10%	-7%	-14%
O=C1C(Nc2ccccc2)=C/C(=N/S(=O)(=O)c2cccs2)c2ccccc21 is entered as /	?	?	-99*	5.8µM*	7.9µM*	3.3µM*	?	?

Other results follow.
Screens in order – ATXN viability | KB-V1 cytotox | KB-3-1 tox | IL-1B inflam inh | SW480 rerep | ATXN2 expr inh | MCF10A rereplic | HT1080-NT tox | HT1080 IDH1KD tx
- COC(=O)CC1=NN(c2ccc(OC)cc2)C(=O)C1
    i | 4% | 0% | 11 | 60% | -5% | ? | 20% | 0%
- CCOc1cccc(-c2nn3c(-c4ccco4)nnc3s2)c1
    i | 9.2µM* | ? | 0 | -2% | 17% | 9% | 9% | 12%
- Cc1sc2ncnc(SCC(=O)N3CCCC3=O)c2c1C
    i | ? | 3% | 1 | -6% | 6% | 16% | ? | 1%
- Cc1ccc(-n2nc3ccc(N)cc3n2)cc1C
    i | 3% | -3% | 11 | 16µM* | / | 16µM* | -13% | -7%
- COc1cc(OC)c(OC)cc1CN1CCN(Cc2ccc(C(F)(F)F)cc2)CC1
    i | 2% | -15% | 0 | ? | -14% | 17% | -7% | -8%
- CS(=O)(=O)N1CCN(C(=O)NC23CC4CC(CC(C4)C2)C3)CC1
    i | -30% | 4% | 9 | 1% | -3% | -2% | 1% | 8%
- Cc1ccc(OCCn2cnc3c2c(=O)n(C)c(=O)n3C)cc1
    i | ? | -8% | 39 | ? | -25% | 3% | -3% | 0%
- Cc1ccc2nc(/N=C(\N)NC(=O)NC3CCCCC3)nc(C)c2c1
    28µM* | ? | ? | -55* | ? | ? | ? | 15µM* | 23µM*
- COc1nnc(-c2ccc(C(=O)N3C[C@@H]4C[C@H](C3)c3cccc(=O)n3C4)cc2)c2ccccc12
    i | 13% | 17% | -7 | 1% | -6% | 1% | 12% | 14%
- CC(C)C(=O)Nc1nc(-c2ccccc2)ns1
    i | -23% | -11% | 5 | -1% | 41%[activator] | 8% | 2% | -8%
- CCO/C(=C/c1sc2ccc(OC)cc2[n+]1CCCS(=O)(=O)[O-])CC
    / | 5% | 0% | 0 | -16% | / | 4% | 1% | 0%
- CCOC(=O)CN1C(=O)C(C)(C)Oc2ccc(C(=O)Nc3ccccc3OC)cc21
    i | -8% | 12% | 36 | -9% | -5% | ? | 9% | 0%
- NC(=O)c1c(NC(=O)CCCC(=O)O)sc2c1CCCCCC2
    ? | -5% | -4% | 0 | -704%[inhibitor] | ? | -2% | -1% | 0%
- O=C(CSc1ncnc2sc3c(c12)CCC3)N1CCOCC1
    i | -28% | 11% | 14 | -8% | 4% | -2% | -9% | -2%
- CCOc1ccc(NC(=O)c2c(N)n(C)c(=O)[nH]c2=O)cc1
    i | 15% | 1% | -10 | -2% | 15% | 0% | 11% | 9%
- CC(C(=O)NC1CC1)c1ncc(C(F)(F)F)cc1Cl (configuration not stated)
    i | 28% | 2% | 1 | 0% | -17% | 0% | 14% | 14%
